GlmU inhibition = inhibition of mycobacterial GlmU enzyme – biochemical, glucosamine-1-phosphate acetyltransferase (AID 1376); inhibition, %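 (tested at 30 µM in the primary screen)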, or IC50 in µM where a hit was titrated; M. tuberculosis GlmU acetyltransferase enzyme assay; higher % means a stronger effect; Bifunctional protein GlmU (Mycobacterium tuberculosis (strain ATCC 25618 / H37Rv)); 220,000 compounds, 0.25% hits; in the data active = inhibition above about 13%;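 note: 0% = complete reaction with vehicle and 100% = reaction without substrate; strong numbers were not always called active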
RmlCD inh 1536 = M. tuberculosis RmlC/RmlD coupled enzyme inhibitors, primary screen, biochemical, compound mixtures, 384-well, from 1536-well plates; 160,000 compounds, 0.03% hits; dTDP-4-dehydrorhamnose reductase (Mycobacterium tuberculosis (strain ATCC 25618 / H37Rv)) …; inhibition, % at 3.6 µM; RmlC+RmlD coupled enzyme assay, percent inhibition; primary screen in compound mixtures; in the data active = inhibition mostly above about 34%, no sharp cut-off; note: some results filed as inactive read as strong as hits
Target sequence (P9WH09 whole entry, looked up): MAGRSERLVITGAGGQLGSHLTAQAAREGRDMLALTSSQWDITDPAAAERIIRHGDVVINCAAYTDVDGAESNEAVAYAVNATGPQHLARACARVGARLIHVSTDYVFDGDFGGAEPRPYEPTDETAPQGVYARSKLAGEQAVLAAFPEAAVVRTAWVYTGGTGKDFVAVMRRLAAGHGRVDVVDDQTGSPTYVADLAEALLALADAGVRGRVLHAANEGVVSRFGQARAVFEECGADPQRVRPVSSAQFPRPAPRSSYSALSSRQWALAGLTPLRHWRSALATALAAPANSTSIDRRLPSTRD
Target sequence (P9WH11 whole entry, looked up): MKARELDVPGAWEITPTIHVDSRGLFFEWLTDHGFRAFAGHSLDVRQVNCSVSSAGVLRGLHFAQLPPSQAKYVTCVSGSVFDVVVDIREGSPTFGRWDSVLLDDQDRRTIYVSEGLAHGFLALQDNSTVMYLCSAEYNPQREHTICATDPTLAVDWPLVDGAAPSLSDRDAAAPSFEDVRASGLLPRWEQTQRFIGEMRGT
An asterisk follows results filed as active; . = no result given.

The line under a structure holds: GlmU inhibition | RmlCD inh 1536
> C=CCSc1nnc2c(n1)OC(c1cccnc1)Nc1ccccc1-2 (stereo not given)
    -0.9% | -3
> CC(NC(=O)C(C)(C)C)c1nc2ccccc2n1C (stereo not given)
    -4.5% | 7
> COc1cc(/C=N/N=C(/N)c2nonc2N)cc(Br)c1OCc1ccccc1C
    -4.3% | .
> CN1CCN(CCCNC(=O)CCCOc2cc(=O)n(C)c3ccccc23)CC1
    4.5% | -8
> COc1ccc2c(c1)c(C(=O)N/N=C/c1ccc(Cl)cc1)c(C)n2C
    0.7% | 6
> CC1CCCC(C)N1C(=O)CSc1nnnn1Cc1ccccc1 (stereo not given)
    3.2% | -6
> O=C1CCCN1CCCNc1ncnc2sccc12
    -6.6% | 5
> COc1cccc(C(=O)Nc2cccc(OCC(=O)c3ccccc3)c2)c1
    1.6% | 4
> CCCCOCCCn1cnc2c([nH]c3cc(OC)ccc32)c1=O
    -1.2% | -2
> O=C(NCCCn1ccnc1)c1ccc(Br)c(S(=O)(=O)N2CCOCC2)c1
    -3.0% | .
> C/C(=C\C(=S)Nc1ccccc1)Nc1ccccc1
    0.0% | 11
> CC(C)c1ccc(-n2c(-c3ccccc3)c[n+]3c2CCc2ccccc2-3)cc1
    3.5% | 94
> Nc1cccc(C(=O)OCC(=O)Nc2cccc3c2C(=O)c2ccccc2C3=O)c1
    1.1% | 12
> CN(Cc1c(O)ccc2c1oc(=O)c1ccccc12)C1CCCCC1
    14%* | -15
> COc1ccccc1Nc1nnc(SCC(=O)Nc2nc(-c3ccc(F)cc3)cs2)s1
    -3.3% | .
> O=C(NCc1ccc2c(c1)OCO2)c1ccc(Cl)c(S(=O)(=O)N2CCOCC2)c1
    2.0% | .
> COc1ccc(CCNC(=O)c2ccc(CNc3c(N4CCOCC4)c(=O)c3=O)cc2)cc1OC
    -0.9% | 8
> O=C(COc1ccc2ccccc2c1Br)N1CCOCC1
    -3.9% | .
> C[C@@H]1CCC[C@H](C)N1NC(=O)c1ccc(Cl)c(S(N)(=O)=O)c1
    -2.1% | .
> COC(=O)c1cccc(CN2C(=O)SC(Nc3ccccc3)C2=O)c1 (stereo not given)
    -1.9% | 35

Rewritten field by field: entries from further up.
COc1cccc(C(=O)Nc2cccc(OCC(=O)c3ccccc3)c2)c1
  GlmU inhibition = 1.6%	RmlCD inh 1536 = 4

CCCCOCCCn1cnc2c([nH]c3cc(OC)ccc32)c1=O
  GlmU inhibition = -1.2%	RmlCD inh 1536 = -2

O=C(NCCCn1ccnc1)c1ccc(Br)c(S(=O)(=O)N2CCOCC2)c1
  GlmU inhibition = -3.0%	RmlCD inh 1536 = .

C/C(=C\C(=S)Nc1ccccc1)Nc1ccccc1
  GlmU inhibition = 0.0%	RmlCD inh 1536 = 11

Next section:
The line under a structure holds: GlmU inhibition | RmlCD inh 1536
> O=C(CN1C(=O)CN=C(c2ccccc2Cl)c2cc(Cl)ccc21)NCc1ccco1
    1.6% | .
> CCOC(=O)CSc1nnc(NC(=O)c2cccc(S(=O)(=O)N3CCCCCC3)c2)s1
    1.1% | .
> O=[N+]([O-])c1cc(S(=O)(=O)N2CCCCC2)ccc1NCCCN1CCOCC1
    7.0% | -7
> CCOC(=O)c1nn(-c2ccc(F)cc2)c(-c2ccccc2)c1C(=O)c1ccccc1
    1.9% | -4
> C[N+]12CN3CN(CN(C3)C1)C2
    -3.1% | .
> O=C(O)CSc1c(O)c2ccccc2[nH]c1=O
    -2.1% | 10
> O=C(Nc1ccc(OC(F)(F)F)cc1)c1ccc(S(=O)(=O)N2CCOCC2)o1
    -7.5% | -8
> CC1(c2nnc(-c3ccc(Cl)cc3)o2)CC(c2c(Cl)cccc2Cl)=NO1 (stereo not given)
    1.1% | .
> Cc1ccc(SCCNC(=O)c2ccc(CN3CCOCC3)cc2)cc1
    1.2% | -1
> CN1CCN(CC(=O)N2c3ccccc3C(C)(c3ccc(Cl)cc3)CC2(C)C)CC1 (stereo not given)
    -5.9% | -7
> COc1ccccc1NC(=O)c1ccc(NC(=O)CSc2ncccn2)cc1
    0.0% | 12
> O=C(N/N=C/c1c(O)n(CCc2ccccc2)c(=O)[nH]c1=O)c1ccccc1
    7.9% | 6
> CN(C)CC(C)(C)CNC(=S)Nc1cc(S(=O)(=O)N2CCOCC2)ccc1Cl
    -4.1% | -3
> COc1ccc(/C=C(\C#N)C(=O)NCC(c2ccc(F)cc2)N2CCOCC2)cc1 (stereo not given)
    -4.3% | 4
> CCn1c2ccccc2c2nc3cc(C(=O)O)ccc3nc21
    1.6% | .
> CCN(c1ccc(NC(=O)CCNC(=O)c2ccco2)cc1)C(C)C
    2.0% | 31
> Cc1nc2sc(C(c3cccs3)N3CCC(C(N)=O)CC3)c(O)n2n1 (stereo not given)
    1.8% | .
> CCOC(=O)Cn1nc(C)c(NC(=O)COc2ccc(F)cc2F)c1C
    -0.2% | 52
> O=C(N/C(=C/c1cn(-c2ccccc2)nc1-c1ccccc1)C(=O)N1CCOCC1)c1ccccc1
    2.4% | -4
> COc1ccc(C(=O)NC(=S)NCc2ccc(-c3nc4ccccc4o3)cc2)cc1OC
    -0.7% | 6
> Cc1cc(CNC(=O)C(C)n2cc([N+](=O)[O-])cn2)c2ccccc2n1 (stereo not given)
    -4.5% | -9
> CN1CCN(c2ccc(S(=O)(=O)N3CCCCC3)cc2NC(=O)c2ccc(C#N)cc2)CC1
    0.1% | .
> CC(C)(C)Cc1nnc(NS(C)(=O)=O)s1
    -2.7% | .
> CCN1C(=O)CC(Sc2ccccc2N)C1=O (stereo not given)
    2.3% | 2
> COc1ccc(-n2c(SCC(=O)N3CCCC3)nc3ccccc3c2=O)cc1
    3.7% | -6
> COc1ccccc1CNS(=O)(=O)c1ccc(C)cc1
    -1.5% | 10
> COc1ccc(C(=O)Nc2ccc(S(=O)(=O)Nc3onc(C)c3C)cc2)cc1
    1.7% | 7
> COc1ccc(N2CCN(C(=O)CN=C3NS(=O)(=O)C(c4ccc(C)cc4)=C3C)CC2)cc1
    -0.1% | -2
> COc1ccc(C(=O)C2CCCN(Cc3ccon3)C2)c(OC)c1 (stereo not given)
    -2.5% | .
> O=C(CN1C(=O)c2ccccc2C1=O)Nc1nccs1
    0.2% | -10
> Cc1cc(C)cc(NC(=O)C2(c3cccs3)CCOCC2)c1
    1.4% | 2
> Cc1cc(C)n(-c2nc3ccccc3nc2Nc2ccc3c(c2)OCO3)n1
    1.5% | -9
> CCC(=O)Nc1nonc1-c1nc2ccccc2n1Cc1cccc2ccccc12
    0.1% | .
> CC(C)OC(=O)CSc1nnnn1-c1ccc2c(c1)OCCO2
    1.5% | .
> C/C(=N\NC(=O)C1CC1c1ccccc1)c1cccc([N+](=O)[O-])c1 (stereo not given)
    0.5% | -12
> O=C1OC(c2ccccc2)=C/C1=C/N1CCOCC1
    -0.2% | .
> CC(C)(C)NC(=O)Cn1c(=O)n(CC(=O)NC(C)(C)C)c2ccccc21
    -0.2% | 8
> COc1ccc(NC(=O)COc2ccc(C)cc2)c([N+](=O)[O-])c1
    6.0% | -11
> CCc1ccc(OC)c(-c2csc(N)n2)c1
    0.2% | -8
> Cc1ccc(-c2[nH]ncc2/C=N/n2c(COc3ccccc3)nc3ccccc3c2=O)cc1
    5.8% | 8

The last 7 records of the part above come first, to join the parts.
The line under a structure holds: GlmU inhibition | RmlCD inh 1536
> CC(C)OC(=O)CSc1nnnn1-c1ccc2c(c1)OCCO2
    1.5% | .
> C/C(=N\NC(=O)C1CC1c1ccccc1)c1cccc([N+](=O)[O-])c1 (stereo not given)
    0.5% | -12
> O=C1OC(c2ccccc2)=C/C1=C/N1CCOCC1
    -0.2% | .
> CC(C)(C)NC(=O)Cn1c(=O)n(CC(=O)NC(C)(C)C)c2ccccc21
    -0.2% | 8
> COc1ccc(NC(=O)COc2ccc(C)cc2)c([N+](=O)[O-])c1
    6.0% | -11
> CCc1ccc(OC)c(-c2csc(N)n2)c1
    0.2% | -8
> Cc1ccc(-c2[nH]ncc2/C=N/n2c(COc3ccccc3)nc3ccccc3c2=O)cc1
    5.8% | 8
> CCCCN(CC)C(=O)Cc1ccccc1OC
    -6.7% | .
> COc1ccc(Cl)cc1-c1nc(SCC(=O)NC(C)C)n[nH]1
    -1.7% | -13
> COc1ccc2c(c1)CCc1cn3ncc(C#N)c3nc1-2
    0.2% | .
> CCOc1cc(C(=O)Nc2cc(C)ccc2OC)ccc1OCC(=O)N1CCCCC1
    -1.8% | .
> COc1ccc(/C=N/NC(=S)Nc2cc(S(=O)(=O)N3CCOCC3)ccc2N2CCOCC2)cc1O
    1.7% | 33
> FC(F)(F)c1nc(SCc2ccc(Cl)cc2Cl)n[nH]1
    4.2% | 4
> OCCNCc1ccc(OC2CCCC2)cc1
    -4.0% | 12
> CCOC(=O)C1=C(CC)Nc2ccccc2N=C1NC(=O)c1cccc(S(=O)(=O)N2CCCC2)c1
    0.2% | .
> Cc1ccc(C)c(CSC2=NCCN2C(=O)Cc2ccc([N+](=O)[O-])cc2)c1
    0.6% | 9
> O=C(CN1CCOc2ccccc21)NC1CC1
    0.1% | .
> Cc1ccc(S(=O)(=O)c2nc(NCCN(C)C)sc2Cl)cc1
    -1.9% | .
> CC(NC(=O)CSC1=NCCS1)c1ccccc1 (stereo not given)
    -4.2% | 5
> COc1ccccc1-n1c(SCC(N)=O)nnc1-c1ccc(S(=O)(=O)N2CCCCC2)cc1
    -1.3% | 11
> COc1ccc(-n2nc(C(=O)NCC(=O)Nc3ccccn3)c3ccccc3c2=O)cc1Cl
    . | 2
> CN(C)CCCN1C(=O)C(=O)/C(=C(/O)c2ccncc2)C1c1cccnc1 (stereo not given)
    2.6% | .
> CNS(=O)(=O)c1cccc(C(=O)OCC(=O)N(Cc2ccccc2)C(C)(C)C)c1
    0.0% | .
> O=C(O)c1ncn(Cc2ccccc2)c1C(=O)O
    -0.1% | 8
> CCc1ccc(CN2CCN(S(=O)(=O)Cc3ccccc3)CC2)cc1
    2.4% | -9
> CCOC(=O)c1sc(-c2cccs2)nc1C
    -1.9% | 0
> NC(=O)c1cc2cc(Cl)ccc2oc1=O
    6.5% | 7

The list goes on:
structure | GlmU inhibition | RmlCD inh 1536
Cc1ccc2cccnc2c1N | 0.8% | -10
COc1cc(NC(=S)NCCc2ccccc2)c(OC)cc1NC(=O)CC(C)C | 4.9% | -9
CNc1nc(N(C)C)nc(N(C)C)n1 | 2.5% | .
O=c1c(-c2ccc(Br)cc2)[n+]([O-])c2ccccc2n1OCc1ccccn1 | -4.0% | 11
CCN(CC)CCCN1C=C2C(=O)C(C)(OC(=O)CCC(=O)OC)C(=O)C(Br)=C2C=C1c1ccc(OC)cc1 (stereo not given) | -1.4% | .
CCCOc1ccccc1C1CC(=O)Nc2cc3c(cc21)OCCO3 (stereo not given) | . | -10
COc1ccc2cc(S(=O)(=O)N3CCCCC3)ccc2c1S(=O)(=O)N1CCCCC1 | 1.0% | 17
CC1CCCCC1NC(=O)CSc1nnc(CN2CCOCC2)n1C (stereo not given) | 1.3% | .
Nc1nn2cc(-c3ccc(Br)cc3)nc2c2ccccc12 | -5.1% | -3
O=C(NCc1ccncc1)c1cc(C(=O)C2CC2)c[nH]1 | 0.4% | 4
COc1ccc(NC(=O)CSc2nnc(CCC(=O)O)c(=O)n2N)cc1 | -0.8% | -10
O=S(=O)(c1ccc(NC(=S)NC2CCCC2)cc1)N1CCCC1 | 3.0% | -10
CCOC(=O)c1n[nH]c(=O)c2ccccc12 | 2.8% | -10
CC(C)(C)CN1C(N)=NC[C@@H]1Cc1ccc(O)cc1 | 3.1% | .
CC1CCCCC1NC(=O)CSc1nnnn1-c1ccccc1 (stereo not given) | -0.7% | -8
CCOC(=O)C1CCN(Cc2ccc(Cl)c(Cl)c2)CC1 | 1.6% | -9
COc1ccc(C(CC(=O)N2CCCCC2)c2c(O)cc(OC)cc2OC)cc1 (stereo not given) | 1.5% | .
Cc1ccc(CSCc2ccc(C(=O)NCCCN3CCOCC3)o2)cc1 | 1.5% | 5
COc1cc(C2CC(=O)N3CN(Cc4ccco4)CSC3=C2C#N)ccc1OCc1ccccc1 (stereo not given) | 5.6% | 10
O=c1[nH]c(C(F)(F)F)nc2ccccc12 | -0.4% | .
O=C(CSc1nnc(Cc2ccccc2)o1)N1CCOCC1 | 4.0% | -12
O=C(N/N=C/c1ccc(Br)s1)c1c[nH]c2ccccc12 | 2.3% | -2
O=C(NCc1ccc2c(c1)OCO2)C1CC(c2ccccc2O)=NO1 (stereo not given) | -2.1% | -9
CC1=C(C(=O)OC(C)C)C(c2cn(-c3ccccc3)nc2-c2cccs2)NC(=O)N1 (stereo not given) | 2.2% | .
CCOc1ccc(/C(O)=C2/C(=O)C(=O)N(CCOCCO)C2c2ccccn2)cc1 (stereo not given) | -1.0% | -7
C=CCN(c1ccccc1C(=O)O)S(=O)(=O)c1ccc(NC(=O)OC)cc1 | 1.2% | 9
Cc1ccc(O)c(C(=O)c2cc(C(=O)NCCC(C)C)c(=O)n(CCC(C)C)c2)c1 | -0.6% | -7
COc1ccc(C2CC(=O)C=C(NCc3ccc4c(c3)OCO4)C2)cc1 (stereo not given) | -1.9% | -12
Cc1cnc(C(=O)OCC(=O)NC2CCCCCC2)cn1 | 2.5% | 6
COc1ccc(NC(=O)CCCSc2nc(-c3ccco3)cc(C(F)(F)F)n2)cc1OC | 1.1% | .

Single entries from the entries so far.
GlmU inhibition with O=C(N/N=C/c1ccc(Br)s1)c1c[nH]c2ccccc12 : 2.3%
GlmU inhibition with CCN(CC)CCCN1C=C2C(=O)C(C)(OC(=O)CCC(=O)OC)C(=O)C(Br)=C2C=C1c1ccc(OC)cc1 (stereo not given) : -1.4%
GlmU inhibition with CC1=C(C(=O)OC(C)C)C(c2cn(-c3ccccc3)nc2-c2cccs2)NC(=O)N1 (stereo not given) : 2.2%
RmlCD inh 1536 with O=c1c(-c2ccc(Br)cc2)[n+]([O-])c2ccccc2n1OCc1ccccn1 : 11

An excerpt. The share of hits here may be higher or lower than overall.
